Runt-SMMHC FRET = inhibitors of human RUNX1 Runt domain binding to CBFb-SMMHC | inhibition, % at 20 µM | Cerulean-Runt/Venus-CBFb-SMMHC FRET ratio 530/480, 1 h | Q01196+Q13951 | AID 1434 | 220,000 compounds, 0.74% hits;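 active means mean inhibition across duplicate retests at 20 µM reaching about 50%, limit read from the data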;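 further: 0% = DMSO wells and 100% = wells with excess untagged CBFb-SMMHC; inhibitors lower the FRET ratio by blocking Runt binding to CBFb-SMMHC; some results filed as inactive read as strong as hits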
EBV gp42 inh = blocks Epstein-Barr virus glycoprotein 42 binding | Fluorescence polarization binding assay, mP read-out | inhibition, % (tested at 21.74 µM) | 220,000 compounds, 0.42% hits | Q1HVG2; in the data active means inhibition above about 50%
Runt-CBFb FRET = Runt domain-CBFb interaction inhibition; inhibition, % at 20 µM; Cerulean-Runt/Venus-CBFb FRET ratio 530/480, 1 h; AID 1496; 220,000 compounds, 0.46% hits; Q01196+Q13951;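 active means inhibition over about 50% at 20 µM in the single-dose screen, limit read from the data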;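 further: 0% = DMSO wells and 100% = excess unlabeled CBFb competitor control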
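Buffer or medium: Tris pH 7.5 buffer with BSA. Assay system: Cerulean-labeled Runt domain protein. Amount: each fluorescent fusion protein 100 nM. Read-out basis: loss of energy transfer signal. Incubation: 1 h compound exposure, room temperature. Probe or stimulus: Venus-CBFb binding partner, 100 nM. Detection: FRET, excitation 422 nm, emission at 530 and 480 nm.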
Calpain2 inh = blocks pig calpain II enzyme activity. AID 1236. 220,000 compounds, 0.37% hits. inhibition, % at 16 µM. purified calpain II, fluorogenic peptide substrate, 30 min;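 active means inhibition above about 50%, limit read from the data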
NCF1 inh = p47phox (human) inhibition. P14598. AID 1274. p47phox/p22phox peptide binding, fluorescence polarization, 2 h. 220,000 compounds, 0.53% hits. inhibition, % at 24.7 µM;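 active means inhibition above about 30%, limit read from the data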;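 further: 0% = p47phox with labelled peptide and 100% = labelled peptide alone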
Target sequence (P14598 whole entry, looked up): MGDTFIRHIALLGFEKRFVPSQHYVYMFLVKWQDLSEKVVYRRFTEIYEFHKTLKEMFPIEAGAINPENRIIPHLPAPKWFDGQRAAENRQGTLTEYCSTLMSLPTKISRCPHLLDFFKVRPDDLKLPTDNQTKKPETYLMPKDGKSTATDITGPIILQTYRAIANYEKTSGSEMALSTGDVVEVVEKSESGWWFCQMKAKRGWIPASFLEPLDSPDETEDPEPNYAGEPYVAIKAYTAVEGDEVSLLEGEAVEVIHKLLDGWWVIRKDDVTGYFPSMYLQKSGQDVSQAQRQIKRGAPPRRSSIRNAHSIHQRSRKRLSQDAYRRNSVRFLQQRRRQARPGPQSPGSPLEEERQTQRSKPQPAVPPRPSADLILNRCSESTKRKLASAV
p97 ATPase inh = human p97 ATPase inhibition | inhibition, % at 8 µM | AID 1481 | 220,000 compounds, 0.42% hits | recombinant p97 ATPase, Kinase-Glo ATP luminescence, 3 h; in the data active means inhibition above about 15%;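 further: 0% = DMSO vehicle and 100% = wells lacking enzyme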
Furin inh = blocks human furin protease activity; purified furin, fluorogenic substrate cleavage; inhibition, % at 30 µM; 220,000 compounds, 0.061% hits; AID 463115; in the data active means inhibition above about 25%; further: inactives centre near -15
Target sequence (P09958 108-714 limits assumed): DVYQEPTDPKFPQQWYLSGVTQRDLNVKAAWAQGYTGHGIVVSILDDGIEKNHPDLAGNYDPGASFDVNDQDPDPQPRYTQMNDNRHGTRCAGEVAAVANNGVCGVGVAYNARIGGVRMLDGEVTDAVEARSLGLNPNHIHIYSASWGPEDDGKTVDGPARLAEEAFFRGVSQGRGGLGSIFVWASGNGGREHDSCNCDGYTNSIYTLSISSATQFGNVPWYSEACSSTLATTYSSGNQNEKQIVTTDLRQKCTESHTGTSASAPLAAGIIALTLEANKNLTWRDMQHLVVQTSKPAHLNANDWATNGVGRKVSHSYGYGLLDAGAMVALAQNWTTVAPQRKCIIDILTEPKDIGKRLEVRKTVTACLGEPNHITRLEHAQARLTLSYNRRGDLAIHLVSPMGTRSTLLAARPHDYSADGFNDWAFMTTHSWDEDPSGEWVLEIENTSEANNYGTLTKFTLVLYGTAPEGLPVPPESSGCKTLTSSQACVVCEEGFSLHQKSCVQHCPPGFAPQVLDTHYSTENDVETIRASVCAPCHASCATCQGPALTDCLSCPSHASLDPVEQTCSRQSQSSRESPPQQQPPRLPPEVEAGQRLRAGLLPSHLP
RBBP9 inh = blocks human serine hydrolase RBBP9 | inhibition, % at 7.94 µM | O75884 | recombinant RBBP9, FP-Rh probe fluorescence polarization | 220,000 compounds, 0.2% hits | AID 1515;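 active means inhibition above the campaign mean of all tested compounds plus 3 SD, cut at about 14% in these data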;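 further: plate controls were DMSO wells with RBBP9 for no effect and wells lacking RBBP9 protein for full effect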
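Controls: DMSO-treated enzyme wells and wells lacking RBBP9 | Material: RBBP9 protein | Technique: Fluorescence polarization | Replication: Single well per compound, no replicates | Buffer or medium: Tris-NaCl-Pluronic buffer, pH 8.0 | Timing: 30 min compound preincubation, 45 min probe labeling, 25 °C | Read-out basis: Percent inhibition from mP, scaled between DMSO and no-protein wells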
Tb hexokinase = blocks Trypanosoma brucei hexokinase 1 activity; recombinant TbHK1, G6PDH-coupled NADH A340; inhibition, % at 10 µM; 220,000 compounds, 0.11% hits;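 active means inhibition of 50% or more in the single-dose primary screen; inactive means inhibition below 50%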
* marks the source's active call; other numbers are inactive results; x = no result given; [ ] = dose if it differs, or a comment.

SMILES | Runt-SMMHC FRET | EBV gp42 inh | Runt-CBFb FRET | Calpain2 inh | NCF1 inh | p97 ATPase inh | Furin inh | RBBP9 inh | Tb hexokinase
Cc1ccc(C(=O)COC(=O)c2cn3ccccc3n2)cc1 | -1 | -2 | 2 | -25 | -9 | 0 | -12 | -11 | -4
Cc1ccc(Cn2nnc3c(=O)n(CC(=O)N4CCN(c5ccccc5)CC4)cnc32)cc1 | 2 | -2 | -1 | 24 | -4 | 1 | -28[20 µM] | -9 | 0
O=C(CN(Cc1ccco1)C(=O)Cn1nnc(-c2ccc(F)cc2)n1)NC1CCCC1 | 0 | -18 | -1 | -19 | -7 | 1 | -22 | 3 | -1
COc1ccc(OC)c2[nH]c(=O)c(CCNC(=S)NC(C)(C)C)cc12 | 4 | -15 | -2 | 4 | -7 | 2 | -5 | 0 | -5
CCOC(=O)CCC(=O)Nc1ccccc1C(N)=O | -1 | -4 | 0 | 1 | 6 | 5 | -28 | -3 | 2
CC(=O)/C(=N\Nc1ccccc1)Sc1nnc(-c2ccccc2)n1-c1ccccc1 | -6 | -7 | -1 | 11 | -11 | -3 | -21 | 1 | -11
CCN(CC)S(=O)(=O)c1ccc(N2CCOCC2)c(C(=O)O)c1 | -4 | -4 | 1 | 0 | 3 | 0 | -17[20 µM] | 3 | -13
C=CCN(CCNP(=O)(OCC)OCC)CP(=O)(OCC)OCC | -3 | -6 | x | 10 | -5 | -3 | -21[20 µM] | -2 | -3
CCOC(=O)NC1CCS(=O)(=O)C1 (stereo not given) | 2 | -23 | -1 | 12 | 1 | 0 | -28 | -2 | -4
COc1ccccc1NC(=O)C(=O)N(c1cccnc1)C(C(=O)NC(C)(C)C)c1ccccc1F (stereo not given) | -2 | -13 | 0 | -6 | -4 | 4 | -14 | -3 | -3
CCOc1cc(C)c(-c2onc(C(F)(F)F)c2-c2csc(C)n2)c(O)c1 | 1 | -1 | -2 | 6 | -12 | -5 | -20[20 µM] | -12 | 5
Cc1ccc(/C=C2\CCC3=C2OC(N)=C(C#N)C3c2ccc(C)cc2)cc1 (stereo not given) | -74 | 58* | -31 | -59 | -142 | 6 | -14[20 µM] | 2 | -8
CC(C)COC(=S)Nc1ccccc1 | -1 | -5 | 2 | -14 | -13 | -3 | -2[20 µM] | -10 | 8
COC(=O)C1=C(C)N(c2ccc(F)cc2)/C(=C/c2ccc(O)cc2)C1=O | -24 | -5 | -13 | -31 | -15 | 0 | -19 | 0 | -4
Cc1ccc(-n2nnnc2-c2cnn(-c3ccc(F)cc3)c2C(F)(F)F)cc1 | -2 | -1 | -2 | 26 | -3 | 1 | -12[20 µM] | -8 | 2
O=C(C[n+]1ccc(C(=O)NCc2ccccc2)cc1)c1ccc2c(c1)OCCO2 | 2 | -13 | 4 | -18 | 7 | 1 | -19 | -6 | 0
O=C(CCc1ccccc1)NNC(=O)c1ccc(F)cc1 | x | -9 | x | 29 | -1 | 1 | -25 | -4 | 8
CCCC(=O)NC(=S)Nc1cccc(-c2nc3ncccc3o2)c1 | 4 | -11 | 0 | 11 | -9 | 1 | -20 | -10 | 0
COCCn1c(=NC(=O)CN2C(=O)CCC2=O)sc2cc(S(N)(=O)=O)ccc21 | 0 | -10 | -1 | -9 | -7 | 2 | -14 | -5 | -5
Cc1nn(C)c(C(=O)N/N=C/c2ccc(Br)cc2)c1Cl | 1 | 3 | -1 | 8 | -8 | 3 | -8 | -1 | 25
COc1cc(C(F)(F)F)c(C(=O)N(C)Cc2cc(Cl)cc(Cl)c2)cn1 | -3 | -16 | -4 | 5 | -16 | 4 | -2 | -2 | -9
CCCN1C(=O)S/C(=C\c2ccc(N3CCOCC3)o2)C1=O | -43 | -257 | 40 | 27 | -230 | -1 | 4 | -4 | -8
Cc1c(Cl)cccc1-n1c(SCC(=O)NCc2cccs2)nnc1-c1ccncc1 | -5 | -31 | -3 | 6 | -1 | 0 | -4[20 µM] | -4 | -6
NC(=O)c1c(C(F)(F)F)cc(-c2ccccc2)nc1NCCO | 0 | -7 | 1 | -218 | -7 | 2 | -19[20 µM] | -5 | -13
CNC(=O)CCN(Cc1ccco1)S(=O)(=O)c1ccc(OC)c(OC)c1 | 0 | -11 | -1 | 19 | -4 | 2 | -2 | -8 | 3
(list continues)
SMILES | Runt-SMMHC FRET | EBV gp42 inh | Runt-CBFb FRET | Calpain2 inh | NCF1 inh | p97 ATPase inh | Furin inh | RBBP9 inh | Tb hexokinase
COc1ccc(OC)c(-c2nnc(SCC(=O)N3CCOCC3)o2)c1 | 1 | -27 | 0 | -3 | -1 | 0 | -8[20 µM] | 0 | -8
CC(C)c1nnc(NC(=O)CCC(=O)N2CCN(Cc3ccccc3)CC2)s1 | 1 | -25 | 0 | -7 | -4 | -3 | -25 | -7 | -20
CCCNC(=O)CSc1nc2ccc(OCC)cc2s1 | 1 | -4 | 45 | 16 | 7 | -3 | -8 | -9 | -1
CCC1CCCCN1CCCNC(=O)Cn1nc(-c2ccccc2)ccc1=O (stereo not given) | 8 | 3 | 1 | -2 | 3 | 3 | -31 | -3 | -2
Cc1ccc([N+](=O)[O-])cc1NC(=O)C(Sc1ccccc1)c1ccccc1 (stereo not given) | 4 | -7 | 1 | 46 | -7 | -2 | -21 | -8 | -3
Cc1ccc(S(=O)(=O)n2ccc(=O)[nH]2)cc1 | -1 | -9 | 0 | 3 | 5 | 2 | -25 | 2 | 6
Cc1ccc(C2=NN(C(=S)Nc3ccccc3)C(c3ccco3)C2)cc1 (stereo not given) | 0 | 3 | 26 | 4 | -9 | 5 | -26 | -15 | -7
COc1ccc(Cl)cc1N/C(N)=N/c1nc(C)cc(C)n1 | 2 | -7 | -1 | 19 | -5 | -2 | -14 | -7 | 6
COCCCNC(=S)NNC(=O)c1ccccn1 | 4 | -7 | 4 | -7 | 5 | 3 | -11 | 2 | 4
COc1ccc(/C=C/C(=O)CCC(=O)O)cc1 | -4 | -2 | 0 | 15 | -3 | -3 | -12 | -8 | -36
C/C(=N\NC(=O)C1(C)CC1(Br)Br)c1ccc([N+](=O)[O-])cc1 (stereo not given) | -6 | -5 | 2 | 15 | -3 | 0 | -8 | 0 | -6
CCN1CCN(C(=S)NC(=O)/C=C/c2cccs2)CC1 | -2 | 6 | -3 | 16 | -1 | -6 | 7 | -2 | -29
CCSc1nnc(NC(=O)CSc2nnc(CNC(=O)c3ccc(OC)cc3)o2)s1 | 6 | -11 | 6 | -3 | -6 | 5 | -14 | -9 | 31
COC(=O)C1=C(C)N(C(C)C)C(=O)C1(NC(=O)C1CCCCC1)C(F)(F)F (stereo not given) | -2 | -1 | 0 | 21 | -1 | 0 | -18[20 µM] | 7 | -2
Cc1cc(C)cc(C(=O)NCC(=O)OCC(=O)N2CCN(S(=O)(=O)c3ccc4ccccc4c3)CC2)c1 | -4 | -9 | -5 | -65 | -12 | 1 | -12 | -2 | -5
COc1nnc(-c2ccc(C)c(S(=O)(=O)NCCO)c2)c2ccccc12 | -7 | -7 | 1 | -11 | -6 | 6 | -17[20 µM] | -4 | 3
COc1ccc(N2CCN(C(=O)c3cccnc3SCc3cccc(Br)c3)CC2)cc1 | -1 | 9 | -4 | 23 | 3 | -7 | -5 | -6 | -5
Cc1cc(-c2ccccc2)n(-c2cc(N/N=C/c3ccccc3O)ncn2)n1 | 2 | -8 | -2 | -33 | -1 | 4 | -9 | -7 | -12
CCNc1nc(Oc2ccc(C(=O)OC)cc2)nc(N(C)C)n1 | -6 | -10 | -2 | -6 | -9 | 2 | -9[20 µM] | 8 | 4
Cc1nn(CCOc2cccc(Br)c2)c(C)c1[N+](=O)[O-] | 1 | 5 | 0 | 27 | 1 | -8 | 0 | -14 | 5
Cc1nc(Cl)sc1C(=O)NC(C)c1ccc(Cl)cc1 (stereo not given) | 0 | -14 | -3 | 5 | -3 | 7 | -25 | -4 | -1
CCN(CC)c1ccc(NC(=O)COc2ccccc2C#N)cc1S(=O)(=O)Nc1ccccc1OC | -7 | -15 | -5 | -12 | -18 | 4 | -15 | -7 | 3
Cc1nc(C)c(C(=O)Nc2ccc(Oc3ccccc3)cc2)o1 | -2 | -1 | -2 | -143 | -9 | -5 | -9[20 µM] | -5 | 3
O=C(CN1CCN(C(=O)c2c(F)cccc2F)CC1)Nc1ccccc1F | 0 | -10 | -1 | 16 | -9 | 1 | -15 | -10 | -2
O=C(NC(C(=O)N/N=C/c1c2ccccc2cc2ccccc12)c1n[nH]c(=O)c2ccccc12)c1ccccc1 (stereo not given) | 8 | -20 | 1 | -171 | -11 | 8 | -27[20 µM] | -30 | -4

Some of the entries so far, as labelled records:
Cc1cc(-c2ccccc2)n(-c2cc(N/N=C/c3ccccc3O)ncn2)n1
- Runt-SMMHC FRET: 2
- EBV gp42 inh: -8
- Runt-CBFb FRET: -2
- Calpain2 inh: -33
- NCF1 inh: -1
- p97 ATPase inh: 4
- Furin inh: -9
- RBBP9 inh: -7
- Tb hexokinase: -12

Cc1ccc([N+](=O)[O-])cc1NC(=O)C(Sc1ccccc1)c1ccccc1 (stereo not given)
- Runt-SMMHC FRET: 4
- EBV gp42 inh: -7
- Runt-CBFb FRET: 1
- Calpain2 inh: 46
- NCF1 inh: -7
- p97 ATPase inh: -2
- Furin inh: -21
- RBBP9 inh: -8
- Tb hexokinase: -3

CCCNC(=O)CSc1nc2ccc(OCC)cc2s1
- Runt-SMMHC FRET: 1
- EBV gp42 inh: -4
- Runt-CBFb FRET: 45
- Calpain2 inh: 16
- NCF1 inh: 7
- p97 ATPase inh: -3
- Furin inh: -8
- RBBP9 inh: -9
- Tb hexokinase: -1

Remaining list, next part:
SMILES | Runt-SMMHC FRET | EBV gp42 inh | Runt-CBFb FRET | Calpain2 inh | NCF1 inh | p97 ATPase inh | Furin inh | RBBP9 inh | Tb hexokinase
COc1cc(C(=O)NCCC(=O)NCCN2CCOCC2)cc(OC)c1OC | 5 | -34 | 1 | -4 | -17 | 6 | -33 | -9 | 7
CCc1cc2c(SCC(=O)O)ncnc2s1 | 1 | -10 | -1 | -3 | -11 | -4 | -14[20 µM] | -13 | 0
CC(=O)Nc1ccc(S(=O)(=O)NC2=NCN(C)CN2)cc1 | 2 | -6 | 1 | 25 | 0 | 1 | -26 | -1 | 0
CCCCn1c(NCc2ccncc2)nc2ccccc21 | 0 | 10 | 1 | -1 | -2 | 0 | -13 | 0 | -2
COc1ccc(CN(C)C(C)C(=O)Nc2ccc([N+](=O)[O-])cc2Cl)cc1OC (stereo not given) | 0 | -10 | -2 | 5 | -5 | 0 | -13 | 2 | -20
Cc1ccc(Oc2nc(-c3ccccc3)ncc2S(=O)(=O)c2ccc(C)cc2)cc1 | 2 | -3 | -1 | 3 | -3 | -3 | -9[20 µM] | -10 | -9
COCCCN(C(=O)c1cccnc1SC)c1c(N)n(Cc2ccccc2)c(=O)[nH]c1=O | 2 | -10 | -2 | -23 | -8 | 2 | -31 | -2 | 1
O=C(Cn1ncc2c3ccccc3n(Cc3ccc(F)cc3)c2c1=O)N1CCN(c2ncccn2)CC1 | -8 | -9 | -9 | -222 | -57 | -1 | -15[20 µM] | 1 | -1
Cc1ccccc1CN1CCc2c(OCC(=O)N3CCCc4ccccc43)cccc2C1=O | -1 | 3 | -4 | 44 | -13 | -12 | 6 | -15 | 42
CCOc1ccc2c(c1)C(c1ccc(C)cc1)=NNC(c1ccc(OC)cc1)=N2 | 3 | -15 | -1 | -94 | -6 | -11 | -2[20 µM] | 2 | -4
COc1ccc2nc3sc(C(=O)NCCN4CCc5ccccc5C4)cc3cc2c1 | 1 | -6 | 3 | 8 | -6 | 2 | -2 | -9 | -3

Assay outcomes deposited in PubChem by several laboratories.
